# ELG1 genotoxic: qHTS screen for small molecules that induce genotoxicity in human embryonic kidney (HEK293T) cells expressing luciferase-tagged ELG1; HEK293T ELG1-luciferase reporter, luminescence, 16 h; Potency, µM (top dose mostly 46 µM), without a hit: top-dose activity change, positive = activation, actives largely listed as activators; hit rate 1.3% among 330,000; further: % of control where 0% means no effect; nearly all actives have a fitted effect of over 60% in size
#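 Quantitative HTS format in 1536-well plates. HEK293T ELG1-luciferase reporter cells receive test compound and are incubated 16 hr at 37 °C, 5% CO2; ONE-Glo added, 30 min room temperature, then luminescence read.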
# uPA generation: qHTS for Inhibitors of Cell Surface uPA Generation. cell surface uPA generation assay, qHTS. Potency, µM (series often up to 38.3 µM), for the others: at the top dose activity change, negative = inhibition, usual class: inhibitors. hit rate 0.31% among 330,000. AID 540303, 2011; active means well fitted inhibition curve with a large enough effect; inconclusive means small, poorly fitted or top-dose-only effect; inactive means no such curve, though single readings can be large or run the other way; tested in mouse RAW 264.7 cells; further: on the % scale 0 is the no-effect control and ±100 the full control effect; nearly all actives have a fitted effect of over 55% in size
# BRCA1 expr up: qHTS Assay to Identify Small Molecule Activators of BRCA1 Expression. MCF7-BRCA1-FFLuc reporter, luminescence, 48 h; response scale: scaled: vehicle 0%, 10 µM genistein 100%. Potency, µM (top dose mostly 46.1 µM), for inactives: at the top dose activation, actives largely listed as activators. hit rate 1.1% among 380,000. AID 624202, 2012; further: nearly all actives have a fitted effect of over 80% in size; some results filed as inactive show a strong effect at the top dose
#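 Compounds are tested at multiple concentrations on MCF7 BRCA1-luciferase reporter cells seeded at 2000 per well; after 48 h, a single luminescence end-point is taken and curves fitted to the normalized data.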
# FLuc modulator: qHTS profiling assay for firefly luciferase inhibitor/activator using purifed enzyme and Km concentrations of substrates (counterscreen for miR-21 project) | hit rate 6.9% among 360,000 | purified FLuc, Km substrates, luminescence inhibition | Luciferin 4-monooxygenase (Photinus pyralis), P08659 | Potency, µM (top dose mostly 57.5 µM), for inactives: top-dose activity change, negative = inhibition, most hits filed as inhibitors;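 further: plate controls were vehicle for no effect and reference inhibitor for full effect; nearly all actives have a fitted effect of over 55% in size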
# Target sequence (P08659 whole entry, looked up): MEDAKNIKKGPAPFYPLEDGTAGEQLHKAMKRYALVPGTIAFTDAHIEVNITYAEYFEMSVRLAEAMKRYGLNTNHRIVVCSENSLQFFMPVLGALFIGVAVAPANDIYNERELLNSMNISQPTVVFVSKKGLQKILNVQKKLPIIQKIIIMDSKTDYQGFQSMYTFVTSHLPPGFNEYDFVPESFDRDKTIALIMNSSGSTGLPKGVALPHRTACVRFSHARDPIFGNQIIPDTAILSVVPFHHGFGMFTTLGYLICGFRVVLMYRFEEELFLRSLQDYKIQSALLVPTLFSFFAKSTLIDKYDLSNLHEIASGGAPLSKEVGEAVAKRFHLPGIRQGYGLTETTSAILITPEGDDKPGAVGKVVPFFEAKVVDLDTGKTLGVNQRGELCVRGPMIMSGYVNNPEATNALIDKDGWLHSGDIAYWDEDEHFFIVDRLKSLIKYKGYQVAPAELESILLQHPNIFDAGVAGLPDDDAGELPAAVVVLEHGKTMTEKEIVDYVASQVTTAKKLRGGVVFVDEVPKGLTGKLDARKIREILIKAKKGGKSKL
#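 Biochemical qHTS of compounds, final roughly 60 µM downward over six points, against 10 nM purified firefly luciferase using Km concentrations of substrates (10 uM D-luciferin, 10 uM ATP) in Tris acetate pH 7.5 buffer; luminescence output.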
# Rab9 prom act: qHTS Assay for Rab9 Promoter Activators; Huh7 Rab9 promoter-luciferase reporter, luminescence, 24 h; Potency, µM (series often up to 9.22 µM), inactives show top-dose activation, negative = inhibition, usual class: activators; hit rate 2.8% among 320,000; AID 485297, 2010; further: % of control where 0% means no effect; nearly all actives have a fitted effect of over 60% in size
#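 Cells were plated at 1500 per well in reduced-serum medium with 10% FBS and left 2 h. Compound in DMSO was then added for 24 h at 37 °C. Reporter signal was read by luminescence after 10 min with luciferase detection reagent.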
# p53 reactivation: qHTS assay for re-activators of p53 using a Luc reporter; H1299 p53-A138V BP100-luciferase reporter, luminescence, 24 h; Potency, µM (titrated, usually from 92.2 µM), for the others: at the highest dose activity change, positive = activation, usual class: activators; hit rate 0.063% among 320,000; further: % of control where 0% means no effect; nearly all actives have a fitted effect of over 45% in size
#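 p53-null H1299 cells stably carrying temperature-sensitive p53-A138V and a BP100-luciferase reporter were pinned with compounds (4-point, 1:5 series) and held 24 hrs at 37 deg C. Luminescence was read 10 min after detection reagent.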
# NPC1 prom act: qHTS Assay for NPC1 Promoter Activators | Huh7 NPC1 promoter luciferase reporter, 24 h | Potency, µM (top dose mostly 9.22 µM), for inactives: at the highest dose activation, hits mostly activators | hit rate 2.4% among 320,000 | AID 485313, 2010;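 further: % of control where 0% means no effect; nearly all actives have a fitted effect of over 60% in size; reporter is driven by a mutant NPC1 promoter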
#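 Quantitative HTS used a cell-based reporter: Huh7 cells stably bearing the NPC1 promoter upstream of luciferase were treated with compounds for 24 h, and promoter activation was read as luminescence.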
# * hit, by the source's call; ? = inconclusive; · = no result given; & = joins results of further samples; [ ] = dose if it differs, or a comment. Unless noted, the call rests on the fitted dose curve; in most records, active means well fitted curve in the direction sought with a large enough effect; inconclusive means small, poorly fitted or top-dose-only effect, or another doubt; inactive means no such curve, though single readings can be large; an effect the other way counts as inactive or inconclusive. Potency means the concentration at half of the fitted maximal effect. Not all compounds are listed; rates above refer to the full screens.
nr	Compound	ELG1 genotoxic	uPA generation	BRCA1 expr up	FLuc modulator
1	Cc1cccc(Cn2cccc(C(=O)Nc3nc4ccccc4s3)c2=O)c1	·	·	33%	6µM*
2	O=C(Nc1ccc2c(c1)OCO2)c1cccn(Cc2cccc([N+](=O)[O-])c2)c1=O	·	·	0%	5%
3	CC(C)Cc1nc2cccnc2n1C1CCNCC1	·	·	26%	-4%
4	Cc1nnc(NC(=O)c2cccn(Cc3ccc(Cl)cc3)c2=O)s1	·	·	17%	-2%
5	CSc1cccc(NC(=O)C2CCN(C(=O)c3cnn(-c4ccccc4)c3-n3cccc3)CC2)c1	·	·	-18%	?
6	CCCN1CCc2cccc3c2[C@H]1Cc1ccc(O)c(O)c1-3	·	?	-11%	·
7	COCCO[C@H]1CCC2C3CC=C4C[C@@H](O)CC[C@]4(C)C3CC[C@@]21C (stereo not given in full)	-2%	3%	-28%	·
8	O=C1NC[C@H](c2ccccc2)OC(=O)[C@H](Cc2ccc(F)cc2)C/C=C\C[C@H]1CC(=O)N(CCO)Cc1ccccc1	-14%	-24%	-58%	·
9	C=CCC[C@@H](Cc1ccc(F)cc1)C(=O)OC[C@@H](Cc1c[nH]c2ccccc12)NC(=O)[C@H](CC=C)CC(=O)N(CCO)Cc1ccccc1	-12%	?	-74%	·
10	COC1=CC=C2[C@H]3Cc4ccc(OC)c5c4[C@@]2(CCN3C)C1O5 (stereo not given in full)	0%	-6%	-1%	·
11	C[C@]12CC[C@H](OC(=O)CCC(=O)O)CC1=CCC1C2CC[C@@]2(C)C1CC[C@@H]2OC(=O)CCC(=O)O (stereo not given in full)	1%	3%	25%	·
12	C[C@]12CC[C@H](O)CC1=CCC1C2CC[C@]2(C)C(=O)[C@H](Br)CC12 (stereo not given in full)	-9%	-4%	-65%	·
13	CC[C@]12c3[nH]c4ccc(OC)cc4c3CCN1C(=O)C(CC(=O)NCC13CC4CC(CC(C4)C1)C3)C[C@@H]2C(=O)N1CCN(C(=O)c2ccco2)CC1 (stereo not given in full)	-8%	?	-42%	·
14	C=CC[C@@H](CC(=O)N(CCO)Cc1ccccc1)C(=O)NC[C@@H](OC(=O)[C@@H](CC=C)CC(=O)OC(C)(C)C)c1ccccc1	-7%	-3%	-25%	·
15	CCCCNC(C)Cc1ccccc1 (stereo not given)	1%	-2%	-3%	·

nr	Rab9 prom act	p53 reactivation	NPC1 prom act
1	·	·	·
2	·	·	·
3	·	·	·
4	·	·	·
5	·	·	·
6	-26%[46.1 µM]	·	-20%[46.1 µM]
7	·	2%	·
8	·	-6%	·
9	·	4%	·
10	·	1%	·
11	·	-1%	·
12	·	23%	·
13	·	6%	·
14	·	-2%	·
15	·	-1%	·

# Next part:
nr	Compound	ELG1 genotoxic	uPA generation	BRCA1 expr up	FLuc modulator
16	CN1CC[C@]23c4c5ccc(OC6OC(C(=O)O)[C@@H](O)C(O)[C@H]6O)c4OC2C(O)C=CC3[C@H]1C5 (stereo not given in full)	-1%	1%	-6%	·
17	O=C(N[C@H]1C/C=C\C[C@H](CC(=O)N(CCO)Cc2ccccc2)C(=O)NC[C@H](c2ccccc2)OC1=O)OCC1c2ccccc2-c2ccccc21	-1%	-25%	0%	·
18	CC(=O)O[C@@H]1CC[C@]2(C)C3CC[C@@]4(C)C(C[C@@H](O)[C@@H]4O)C3[C@@H](OC(C)=O)C[C@H]2C1 (stereo not given in full)	-2%	-2%	-27%	·
19	Oc1ccc2c3c1OC1[C@H](O)CC[C@@]4(O)[C@@H](C2)N(CC2CC2)CC[C@]314 (stereo not given in full)	-2%&2%	7%&17%	-11%&2%	·
20	O=c1ccc2cc3ccoc3c(O)c2o1	5%	7%	4%	·
21	C[C@]12CCC3C(C1CCC2=O)[C@H](O)C[C@H]1C[C@@H](O)CC[C@]31C (stereo not given in full)	-2%	3%	-8%	·
22	COC(=O)C1=C(c2ccc(F)cc2OCc2ccccc2)C[C@@H]2CC[C@H]1N2C(=O)N1CCC(O)(c2ccc(Cl)cc2)CC1	-12%	?	-71%	·
23	O=C1N[C@@H](c2ccccc2)COC(=O)[C@H](Cc2ccc(F)cc2)CC/C=C/C[C@@H]1CC(=O)N(CCO)Cc1ccccc1	-14%	10%	-56%	·
24	O=C1N[C@@H](Cc2ccccc2)COC(=O)[C@H](Cc2ccc(F)cc2)C/C=C\C[C@H]1CC(=O)N(CCO)Cc1ccccc1	-10%	?	-26%	·
25	CC(=O)[C@H]1CCC2C3CC[C@H]4C[C@@H](O)CC[C@]4(C)C3CC[C@@]21C (stereo not given in full)	-4%	-5%	-11%	·
26	Clc1cccc(-c2ccc(-c3nc4ccccn4c3NCc3ccccc3)cc2)c1	-1%	?	0%	·
27	CCN(CC)C(=O)[C@H]1C[C@H](CC(=O)NCc2ccc(OC)c(OC)c2)C(=O)N2CCc3c([nH]c4ccc(Cl)cc34)[C@]12C	-4%	10µM*	-30%	·
28	C[C@]12CCC3C(CC[C@H]4C[C@@H](O)CC[C@]34C)C1C/C(=N/O)[C@@H]2O (stereo not given in full)	-1%	1%	-25%	·
29	COc1ccc(S(=O)(=O)N2CCOCC2)cc1NC(=O)COC(=O)Cc1ccccc1	1%	?	-19%	·
30	COc1ccccc1CC(=O)Nc1ccc2c(c1)OC1(CCCC1)O2	-1%	-2%	53%	·

nr	Rab9 prom act	p53 reactivation	NPC1 prom act
16	·	-3%	·
17	·	-2%	·
18	·	-1%	·
19	·	4%&-2%	·
20	·	2%	·
21	·	-12%	·
22	·	5%	·
23	·	8%	·
24	·	12%	·
25	·	0%	·
26	·	?	·
27	·	-8%	·
28	·	-10%	·
29	·	-6%	·
30	·	?	·

# Continuation:
nr	Compound	ELG1 genotoxic	uPA generation	BRCA1 expr up	FLuc modulator
31	O=C1N[C@H](Cc2ccccc2)COC(=O)[C@H](Cc2ccc(F)cc2)CC/C=C/C[C@H]1CC(=O)N(CCO)Cc1ccccc1	-6%	?	-29%	·
32	C[C@]12CCC3C(CC[C@H]4C[C@@H](O)[C@H](O)C[C@]34C)C1CC[C@@H]2O (stereo not given in full)	-1%	5%	-5%	·
33	C=CCC[C@@H](Cc1ccc(F)cc1)C(=O)OC[C@H](Cc1c[nH]c2ccccc12)NC(=O)[C@H](CC=C)CC(=O)N(CCO)Cc1ccccc1	-13%	?	-42%	·
34	C[C@@H]1CN([C@H](C)CO)C(=O)c2cc(NC(=O)Nc3ccc(C(F)(F)F)cc3)ccc2O[C@H]1CN(C)S(=O)(=O)c1cccs1	-9%	?	-52%	·
35	Cc1ccc(S(=O)(=O)Nc2ccc3c(c2)CC(=O)N([C@H](C)CO)C[C@H](C)[C@H](CN(C)Cc2ccc4c(c2)OCO4)O3)cc1	-2%	?	-37%	·
36	CC(=O)N[C@@H]1CC[C@@]2(O)[C@H]3Cc4ccc(O)c5c4[C@@]2(CCN3CC2CC2)[C@@H]1O5	2%	15%	-3%	·
37	COc1cc(NC(=O)c2[nH]cnc2C(N)=O)cc(C(=O)Nc2cccc(C(F)(F)F)c2)c1	-6%	?	-61%	·
38	O=c1oc(-c2ccc(O)c(O)c2)cc2cccc(O)c12	?	?	-48%	·
39	COc1cc(C#Cc2c(-c3cncn3C)n(C)c3ccc(-c4cnc(N5CCOCC5)nc4)cc23)cc(OC)c1	-3%	5%	-86%[inhibitor]	·
40	C=CCN1CC[C@]23c4c5ccc(O)c4OC2C(O)CC[C@@]3(O)[C@H]1C5 (stereo not given in full)	-1%	5%	11%	·
41	C[C@]12CCC3C(CC[C@H]4C[C@@H](O)CC[C@]34C)C1CC[C@@H]2OC(=O)[C@H](N)CCCCN (stereo not given in full)	-1%	-12%	-23%	·
42	N[C@@H]1CC[C@@]2(O)[C@H]3Cc4ccc(O)c5c4[C@@]2(CCN3CC2CC2)C1O5 (stereo not given in full)	-1%	1%	6%	·
43	CCOC(=O)[C@@H]1[C@H]2COc3ccc(Br)cc3[C@H]2N2C(=O)N(c3cccc(C)c3)C(=O)[C@]12C	0%	10%	-10%	·
44	C=C1[C@H]2CC[C@H]3[C@]4(C)C[C@H](O[C@@H]5OC(CO)[C@@H](OSOOO)[C@H](OS(=O)(=O)O)[C@H]5OC(=O)CC(C)C)C[C@@H](C(=O)O)[C@H]4CC[C@]3(C2)[C@H]1O (stereo not given in full)	4%	-3%	0%	·
45	COC(=O)[C@@H](c1ccccc1)C1CCCCN1 (stereo not given in full)	2%	-5%	4%	·

nr	Rab9 prom act	p53 reactivation	NPC1 prom act
31	·	-2%	·
32	·	-13%	·
33	·	4%	·
34	·	0%	·
35	·	3%	·
36	·	-7%	·
37	·	-12%	·
38	·	24%	·
39	·	8%	·
40	·	6%	·
41	·	11%	·
42	·	-8%	·
43	·	-2%	·
44	·	2%	·
45	·	9%	·

# Additional results follow:
nr	Compound	ELG1 genotoxic	uPA generation	BRCA1 expr up	FLuc modulator
46	C[C@H](CO)N1C[C@H](C)[C@@H](CN(C)S(=O)(=O)c2ccccc2)Oc2c(NC(=O)Nc3ccc(C(F)(F)F)cc3)cccc2C1=O	-11%	?	-82%[inhibitor]	·
47	CN(C)C(=O)CCc1ccc2c3c([nH]c2c1)[C@]1(CCC2CCCC2)[C@@H](C(=O)N2CCOCC2)C[C@H](CC(=O)NCCC2=CCCCC2)C(=O)N1CC3	-4%	?	-16%	·
48	Cc1cc(OCC(=O)N2CCN(CC(=O)N3CCOCC3)CC2)c(C(C)C)cc1Cl	-1%	-24%	19%	·
49	C=CCC[C@@H](Cc1ccc(F)cc1)C(=O)OC[C@H](C)NC(=O)[C@@H](CC=C)CC(=O)N(CCO)Cc1ccccc1	-4%	-20%	-13%	·

nr	Rab9 prom act	p53 reactivation	NPC1 prom act
46	·	-3%	·
47	·	23%	·
48	·	-10%	·
49	·	4%	·

# Among those listed so far, these have two or more sulfur atoms:
nr	Compound	ELG1 genotoxic	uPA generation	BRCA1 expr up	FLuc modulator
34	C[C@@H]1CN([C@H](C)CO)C(=O)c2cc(NC(=O)Nc3ccc(C(F)(F)F)cc3)ccc2O[C@H]1CN(C)S(=O)(=O)c1cccs1	-9%	?	-52%	·
44	C=C1[C@H]2CC[C@H]3[C@]4(C)C[C@H](O[C@@H]5OC(CO)[C@@H](OSOOO)[C@H](OS(=O)(=O)O)[C@H]5OC(=O)CC(C)C)C[C@@H](C(=O)O)[C@H]4CC[C@]3(C2)[C@H]1O (stereo not given in full)	4%	-3%	0%	·

nr	Rab9 prom act	p53 reactivation	NPC1 prom act
34	·	0%	·
44	·	2%	·
